PV pol inh: poliovirus RNA polymerase inhibition | poliovirus polymerase elongation, fluorescence polarization; active compounds read low | actives 0.66% (n = 150,000) | % elongation, % (compound at 16.7 µg/mL); in the data active means % elongation below about 90%; further: some results filed as inactive read as strong as hits
Target sequence (P03300 1749-2209 limits assumed): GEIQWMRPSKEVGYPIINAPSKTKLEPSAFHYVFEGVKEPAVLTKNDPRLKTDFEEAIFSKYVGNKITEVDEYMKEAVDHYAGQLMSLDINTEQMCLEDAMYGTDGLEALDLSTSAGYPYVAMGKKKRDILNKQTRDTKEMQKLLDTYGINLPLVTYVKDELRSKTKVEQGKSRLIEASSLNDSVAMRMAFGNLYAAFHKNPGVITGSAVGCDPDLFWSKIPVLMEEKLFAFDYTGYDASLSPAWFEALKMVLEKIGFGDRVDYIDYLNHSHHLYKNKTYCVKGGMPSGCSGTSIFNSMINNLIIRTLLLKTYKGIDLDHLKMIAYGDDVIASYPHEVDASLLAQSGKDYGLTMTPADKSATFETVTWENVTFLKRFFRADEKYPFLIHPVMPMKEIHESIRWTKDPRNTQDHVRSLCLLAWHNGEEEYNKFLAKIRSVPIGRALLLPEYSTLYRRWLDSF
PV pol inh FP z-score: further read-out of PV pol inh, marked with its call; z-score; measured here: FP z-score; hits read low
An asterisk follows results filed as active. A portion of the library; rates above refer to the full screens.

SMILES	PV pol inh	PV pol inh FP z-score
O=C(O)CCn1ccnc1	100	-0.4
CSc1cc(-c2nccs2)[nH]n1	101	-0.3
S=c1[nH]nc(-c2ccncc2)n1-c1ccc2c(c1)OCO2	99	-0.4
CCc1ccc(Sc2cc(C(=O)NC(C)CC)c3ccccc3n2)cc1 (configuration not stated)	111	0.1
Cc1nn(-c2ccccc2)c2c1nc(CCC(=O)NCC1CCCO1)c(=O)n2C (configuration not stated)	102	0.6
CCOc1ccc(-n2nnc(C(=O)NCCCn3ccnc3)c2C)cc1	104	1.6
COCCn1c(=O)[nH]c2cc(C(=O)NCC3CCCO3)ccc2c1=O (configuration not stated)	100	0.1
O=C(NC1CC(=O)N(c2ccc(F)cc2)C1)C1CCCC1 (configuration not stated)	104	-0.5
CN(CC#N)c1ccc(C2OCC3(CCC4(COC(c5ccc(N(C)CC#N)cc5)OC4)C3=O)CO2)cc1 (configuration not stated)	98	-0.2
CCCN(C(=O)c1cc2c(=O)n(CC)c3ccccc3c2s1)c1ccccc1F	104	0.1
O=C(O)CC1NC(=O)c2ccccc21 (configuration not stated)	101	-1.1
Cc1cc(C)nc(SCc2nnc(Nc3ccc(S(N)(=O)=O)cc3)s2)n1	102	0.4
COCCN=C1NN=C(c2cc(C)n(CCc3ccc(F)cc3)c2C)CS1	104	0.2
CC(C)(C)C(=O)Nc1ccccc1C(=O)Nc1nccs1	102	-0.1
CCCCn1c(=O)c(C(=O)OCC)c(O)c2ccccc21	101	-0.3
Cn1c(Cn2c(=O)sc3ccccc32)nnc1SCc1ccc(Cl)cc1	101	0.5
Cn1cc(S(=O)(=O)N2CCCCCC2)cc1C(=O)N1CCN(c2cccc(C(F)(F)F)c2)CC1	107	0.1
COc1cc(C(=O)Nc2cc3c(cc2C)n(C)c(=O)c(=O)n3C)cc(OC)c1OC	106	0.3
Cc1cc(C)cc(NC(=O)N2CCC(CN3CCCCCC3)CC2)c1	109	-0.1
COc1ccc(NC(=O)Cn2c(=O)cc(C)c3c(C)nn(-c4cccc(Cl)c4C)c32)cc1OC	102	-0.1
CNS(=O)(=O)c1cccc(C(=O)OCc2nnc(-c3cc(OC)c(OC)c(OC)c3)o2)c1	112	1.1
COc1ccc(CCC(=O)NCCc2cn3c(C)csc3n2)cc1	104	0.7
COc1ccc(NC(=O)CSc2nc(-c3cccs3)cc(C(F)(F)F)n2)c(OC)c1	98	-1.1
CCOC(=O)C1CCN(c2csc3ccc(C)cc3c2=O)CC1	108	0.5
COc1ccc(CC(=O)Nc2ccc3nc(Nc4ccc(OC)cc4)cc(C)c3c2)cc1	110	0.8
c1ccc(-n2nnnc2N2CCCC2c2nc3ccccc3s2)cc1 (configuration not stated)	112	1.3
O=C(NCCSc1ccccc1)c1cc2ccccc2o1	102	0.3
Cc1nccc2[nH]c(=O)c(C(=O)NCc3ccc(F)cc3)cc12	100	-0.2
Oc1c(C(c2cccnc2)N2CCCCC2)ccc2cccnc12 (configuration not stated)	111	1.1
COc1ccc(N2CCN(S(=O)(=O)c3csc(C(N)=O)c3)CC2)cc1	112	0.8
O=C(CSc1oc(-c2cccs2)nc1S(=O)(=O)c1ccccc1)Nc1ccc(F)cc1	108	0.9
CN(Cc1ccccc1)C(=O)Cn1c(=O)oc2cc(S(=O)(=O)N3CCCCC3)ccc21	101	-0.4
Cc1ccc(C2SCC(C(=O)O)N2C(=O)c2cccc(Cl)c2)cc1 (configuration not stated)	104	-0.1
Cc1ccc(S(=O)(=O)NCC2COC3(CCCCC3)O2)cc1 (configuration not stated)	98	-0.1
Cc1ccc(S(=O)(=O)c2nnn3c2nc(NCc2ccccc2)c2sccc23)cc1	98	-1
Cn1c(C2CC(=O)N(c3cccc4ccccc34)C2)nc2ccccc21 (configuration not stated)	104	0.5
Cc1cc(S(=O)(=O)N(C)CCc2ccccc2)ccc1-n1cnnn1	103	0.4
CC1CCCCC1NC(=O)c1cccc(N2C(=O)C3C4C=CC(C4)C3C2=O)c1 (configuration not stated)	101	-0.4
O=C(O)CN1CCC(c2ccccc2)CC1	103	-0.1
O=C(CCc1ccc(-c2ccccc2)o1)N1CCN(S(=O)(=O)Cc2ccccc2)CC1	104	0.1
Cc1nn(CCC#N)cc1C=C(C#N)C#N	101	0
COc1ccc(N2CC(NC(=O)N(CC(C)C)CC(C)C)CC2=O)cc1 (configuration not stated)	97	-1.9
COC(C(=O)NCc1ccc(C)cc1)c1ccccc1 (configuration not stated)	107	0.4
CCC1(C)Cc2c(sc3nc(SC)n(-c4ccc(C)cc4)c(=O)c23)CO1 (configuration not stated)	103	-0.6
CCOC(=O)c1ccc(Nc2nc3ccccc3n3c(C)nnc23)cc1	109	0.6
NC(=O)c1c(NC(=O)c2cc(-c3ccc(F)cc3)on2)sc2c1CCCC2	76*	-4.2*
O=C1Nc2ccccc2C1=NCCCN=C1C(=O)Nc2ccccc21	102	0.1
O=C(CCNS(=O)(=O)c1ccc2[nH]c(=O)ccc2c1)Nc1ccc(CN2CCCCC2)cc1	102	0.1
COC(=O)c1ccc(OCCN2C3=NCCN3c3ccccc32)cc1	101	-0.1
O=C(NC(=S)SCc1ccc(Cl)cc1)c1ccccc1	103	0.3
COc1ccc(OC)c(-c2noc(N3CCN(c4cc(C)ccc4C)CC3)n2)c1	100	-1.3
COc1ccc(-n2ccnc(NCc3cccs3)c2=O)cc1	102	-0.9
COCCn1c(C)cc(C(=O)c2sc(-c3c(N)n(C)c(=O)n(C)c3=O)nc2-c2ccccc2)c1C	103	0
COc1cccc(C(=O)NCc2ccc3c4c(cccc24)C(=O)N3)c1	99	-0.5
CN(C(=O)Cn1c(SCc2ccccc2F)nc2ccncc21)c1ccccc1	103	0.2
COc1ccc(-c2n[nH]c3c2C(c2ccc(OC)cc2)N(c2ccccc2)C3=O)cc1 (configuration not stated)	104	0.5
O=C(Nc1cnc2ccccn2c1=O)c1ccc(F)cc1	103	0.9
COc1ccc(-c2nn(-c3ccccc3)cc2NC(=O)Nc2cccc(C#N)c2)cc1OC	103	0.2
CN(C)C(=O)/C(=C/C=C/c1ccccc1)NC(=O)c1ccccc1	104	0.4
CCOc1cc(CNC(=O)c2cc(-c3ccc(Cl)s3)nc3ccccc23)ccc1OC	110	0.9
Other compounds:
SMILES	PV pol inh	PV pol inh FP z-score
O=C(CCn1nc(-c2ccccc2)ccc1=O)NCCc1ccccc1	102	0
COc1ccc(-n2ncnc2-c2ccc(Cl)cc2Cl)cc1	100	-0.5
CCc1cccc(C)c1NC(=O)c1ccc(C(=O)Nc2c(C)cccc2CC)cc1	103	0.2
Cc1ccn2c(=O)c(C(=O)Nc3ccc(F)c(C(F)(F)F)c3)cnc2c1	102	-0.8
Cc1cc(NS(=O)(=O)c2ccc(NC(=O)COc3c(C)ccc(C)c3C)cc2)nc(C)n1	106	0.2
Cn1c(=O)n(Cc2ccccc2F)c(=O)c2c1nc1n2CCCN1Cc1ccco1	98	-0.9
Oc1c(O)c(CN2CCCCC2)c2ccccc2c1CN1CCCCC1	111	1.3
CCOc1ccc(S(=O)(=O)Nc2ccc(-c3ccc(N4CCCC4)nn3)cc2)cc1	104	-0.4
O=C(O)CCSCc1ccccc1F	102	0.3
COc1ccc(-c2cnnn2-c2ccc(NC(=O)c3ccc(S(=O)(=O)N(C)C)cc3)cc2)cc1	108	0
Cc1ccc2c(c1)N(C(=O)N1CCC(C(=O)NCc3cccs3)CC1)CC(C)O2 (configuration not stated)	103	-0.7
CCOC(=O)c1cccc(NC(=O)c2ccc3nc(Cc4ccccc4)oc3c2)c1	102	-1.1
CC1(C)CC(=O)C=C(N2CCN(c3ccccn3)CC2)C1	107	0.8
COc1cccc(OC)c1C(=O)Nc1c(C(=O)N2CCN(c3ncccn3)CC2)oc2ccccc12	100	-0.4
Cn1cc(-c2cc3n(n2)CCC(=O)N3CC(=O)NCc2ccccc2)c2ccccc21	100	-1.8
Cc1ccc2oc(=O)c3cnn(CC(=O)NCCc4ccc(S(N)(=O)=O)cc4)c3c2c1	100	0.1
COc1ccccc1NC(=O)CN(C)S(=O)(=O)c1ccc2c(c1)n(C)c(=O)c(=O)n2C	99	-1.1
Cc1cc(C(=O)NCc2ccccc2)c2c(C)nn(-c3cccc(Cl)c3C)c2n1	112	0.9
CC(=O)N1CCn2c1nc(N(C)C)nc2=O	99	-1.5
COc1ccc(C=Nc2ccc(C)cc2)cc1	100	-0.3
CCOc1ccc(NC(=O)c2sc(-n3nc(C)c(CCC(C)C)c3C)nc2C)cc1	112	0.9
CCN(CC)S(=O)(=O)c1cccc(C(=O)NCc2ccccc2)c1	104	0.8
COc1ccccc1N(CC(=O)Nc1cc(C)on1)S(=O)(=O)c1ccc(Cl)cc1	98	-0.8
CCOC(=O)c1c(C)c(C#N)c(/N=C/N(C)C)n1-c1ccc(Cl)cc1Cl	105	0
COC(=O)c1ccc(NC(=O)N2CCOc3ccc(C)cc32)cc1	103	0.8
Cn1nnnc1SCCNCc1ccccn1	102	-0.1
O=C1CN(c2ccccc2)C(=S)N1C(=O)c1ccccc1	104	0.7
CCCN1CCN(CCCNC(=O)c2ccc3c(c2)sc2nc(-c4ccc(OCC)cc4)cn23)CC1	107	-1
Nc1ncc(S(=O)(=O)Nc2ccc(F)cc2F)cn1	109	0.4
O=C(Nc1nnc(S(=O)(=O)N2CCOCC2)s1)c1ccccc1F	112	1
O=C1OC(c2ccccc2)=N/C1=C\c1ccccc1C(F)(F)F	103	0.5
CCCSc1ncc(Cl)c(C(=O)N2CCN(c3cccc(Cl)c3)CC2)n1	102	-1.4
CCO/C=N/S(=O)(=O)c1ccccc1	100	-0.2
CCc1ccc(NS(=O)(=O)c2ccc3[nH]cc(C(=O)N4CCCCC4)c(=O)c3c2)cc1	99	-0.4
Cn1ccc2c(OCC(=O)Nc3ccc(OC(F)(F)F)cc3)cccc2c1=O	108	0.4
COc1ccc(-c2noc(-c3ccc(NCc4ccc(C)cc4)c([N+](=O)[O-])c3)n2)cc1OC	105	-0.6
CCSc1nc2ccccc2n1CCOc1ccccc1	99	-0.8
CC12CN(C(=O)c3ccccc3)CC(C)(CN(C(=O)c3ccccc3)C1)C2=O	110	0.6
CCOC(=O)c1cn(CC(=O)Nc2cccc(Cl)c2C)nn1	105	0.1
CC(Nc1ncnc2c1oc1ccccc12)C1CC2CCC1C2 (configuration not stated)	100	0
CSc1ncccc1C(=O)Nc1ccc2c(C)cc(=O)oc2c1	105	0.4
CCCn1c(SCC(=O)NC(C)(C#N)C(C)C)n[nH]c1=O (configuration not stated)	104	0.2
CCCN1C(=O)c2ccc(C(=O)O)cc2C1=O	101	-0.5
CC(C)C(=O)Nc1nnc(S(=O)(=O)N2CCCCCC2)s1	108	0
COC(=O)C1CCN(c2csc3ccc(C)cc3c2=O)CC1	106	0
Cn1nnnc1SCCNCc1ccc(F)cc1	109	0.8
CC(Oc1ccc(/C=c2/sc3nc4ccccc4n3c2=O)cc1)C(=O)O (configuration not stated)	101	-0.2
c1ccc(C2CC3CCCCC3CO2)cc1 (configuration not stated)	101	-0.3
CC(C)N1CCC(NS(=O)(=O)c2c(F)cc(F)cc2Br)CC1	100	-0.4
CN=C(NC#N)NCCSCC1N=CN=C1C (configuration not stated)	101	0.4
O=C(Cn1nc(-c2ccccc2)ccc1=O)NCCCN1CCCC1	99	-1.6
CCOC(=O)Cn1c(=O)c2c(nc3n2CCN3c2ccc(CC)cc2)n(C)c1=O	110	0.8
Cc1sc2ncn3c(=O)c4ccccc4nc3c2c1C	97	-0.2
CC(C)(C)C(=O)NC1CCNCC1	104	1.1
COc1ccc(Oc2c(F)c(F)nc(F)c2Cl)cc1	100	-0.4
c1ccc(NN=C2CCCCCCC2)cc1	100	0.2
C=CCC(CC=C)(C(N)=O)c1ccccc1	98	-1.5
Cc1ccc(NC(=O)c2cc(-c3cccs3)on2)cc1C	104	0.1
O=C(CSc1n[nH]c(=O)n1Cc1ccccc1)NC(=O)Cc1ccccc1	106	0.5
CC(C)Oc1cccc(-c2nc(-c3ccccn3)no2)c1	105	1.2
(cont.)
SMILES	PV pol inh	PV pol inh FP z-score
Cc1ccc(CN2CCN(C3CCN(S(=O)(=O)N(C)C)CC3)C(=O)C2=O)cc1	98	-1.8
CC(=O)NC1=NN(C(C)=O)C2(S1)C(=O)Nc1ccccc12 (configuration not stated)	100	-0.5
O=S(=O)(N=Nc1c(O)n(CO)c2ccccc12)c1ccc(Br)cc1	100	-0.2
CC1CCN(S(=O)(=O)N2CCC(C(=O)NCc3ccccc3Cl)CC2)CC1	110	-0.1

High-throughput results: PubChem, ICCB-Longwood Screening Facility, Harvard Medical School
